MT1-MMP act inh: inhibitors of human MT1-MMP activation | P50281 | HT1080 RFP-PRO-GFP cells, GFP/RFP ratio fluorescence, overnight; percent of plate control window, DMSO zero | GFP/RFP ratio change, % at 20 µM | 0.061% of 360,000 active | AID 651647;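 active = GFP/RFP ratio change of at least 30% with cell ATP level not reduced by more than half and red fluorescence within 50% of control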; also: strong numbers were not always called active
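Material: RFP-PRO-GFP reporter HT1080 cells. Dosing: single-point 20 µM compound, 1% DMSO. Controls: DMSO and RFP-L50D-GFP cell wells. Timing: cells overnight before dosing, compound overnight, 37 °C, 5% CO2. Measure: GFP/RFP fluorescence ratio.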
LMPTP block: LMPTP (human) inhibition; P24666; 0.22% of 360,000 active; recombinant LMPTP-A, OMFP fluorogenic substrate, fluorescence intensity; AID 651560; inhibition, % at 20 µM;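 active = compounds that cut the enzyme signal by at least half of the control window in the single-dose screen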;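 also: plate controls were DMSO wells with enzyme plus substrate for no effect and substrate without enzyme for full effect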
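Buffer or medium: Bis-Tris pH 6.0, DTT, detergent; Assay system: LMPTP-A enzyme; Quantity: 0.625 nM enzyme; Detection: endpoint fluorescence intensity; Times: 50 min dark incubation at room temperature; Controls: substrate-only low control, DMSO enzyme-plus-substrate high control; Doses: single 20 µM dose; Read-out: percent inhibition versus substrate-only and uninhibited controls; Reagent: 400 µM OMFP.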
DNMT1 block: inhibitors of human DNMT1; P26358; DNMT1 molecular beacon, Hinp1I cleavage, fluorescence; inhibition (reported as % activation of signal), % at 10 µM; 0.83% of 360,000 active; AID 588458; in the data active = inhibition above about 50%
NadD block: NadD (S. aureus) enzyme inhibition; purified NadD enzyme, colorimetric absorbance read-out; inhibition, % at 20 µM; 0.78% of 360,000 active; AID 602399; in the data active = inhibition above about 26%; also: some compounds past the cut are filed as inactive
Scp1 inh: Scp-1 (human) phosphatase inhibition | Recombinant Scp1, phosphopeptide, malachite green phosphate absorbance | 0.88% of 340,000 active | inhibition, % at 20 µM | Q9GZU7 | AID 493091;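 active = inhibition above about 50% at 20 µM, limit read from the data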;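 also: plate controls were DMSO wells with enzyme for no effect and wells lacking enzyme for full effect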
Target sequence (Q9GZU7 76-261 limits assumed): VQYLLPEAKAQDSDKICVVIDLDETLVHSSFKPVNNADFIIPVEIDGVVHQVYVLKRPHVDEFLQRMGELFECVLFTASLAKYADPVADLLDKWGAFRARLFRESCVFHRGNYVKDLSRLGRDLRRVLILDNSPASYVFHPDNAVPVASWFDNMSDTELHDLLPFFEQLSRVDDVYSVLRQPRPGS
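Material: truncated SCP-1 phosphatase (76-261aa) / Buffer or medium: 50 mM Tris acetate pH 5.5, 0.005% Tween-20, 10 mM MgCl2 / Compound dosing: one concentration, 20 µM, with 1.0% DMSO / Incubation: 45 min room-temperature reaction, 5 min colour, 30 min stabiliser / Detection: colorimetric free-phosphate detection, absorbance 630 nm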
SUMO1-SIM PPI: SUMO1-SIM interaction modulation. SUMO1 binding to a labelled peptide, TR-FRET, 1 h. 0.33% of 360,000 active. P63165. inhibition, % at 20 µM. AID 602429; in the data active = inhibition above about 37%
SKN-1 block: C. elegans SKN-1 inhibition; C. elegans VP596 Pgst-4::GFP/RFP ratio, acrylamide-induced, 24 h; inhibition, % at 21.8 µM; 0.49% of 360,000 active; AID 624304;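 active = interference check ratio from 0.5 to 1.5 plus GFP to RFP signal ratio inhibition reaching or exceeding a fixed threshold, cut at about 30% in these data, passing the limit was not always enough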; also: some compounds called inactive have numbers as strong as hits
NRP1-CendR mod: modulators of CendR peptide binding to human neuropilin-1. O14786. FAM-RPARPAR peptide binding to NRP-1, fluorescence polarization. inhibition, % at 25 µM. 0.85% of 360,000 active;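 active = inhibition or corrected inhibition above about 18%, plus a signal ratio from 0.5 to 1.5, limit read from the data, passing the limit was not always enough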; also: strong numbers were not always called active
STEP block: inhibitors of human striatal-enriched phosphatase STEP. recombinant STEP, OMFP fluorogenic substrate, fluorescence. inhibition, % at 20 µM. 0.25% of 360,000 active. AID 588621;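 active = inhibition at 20 µM, scaled per plate between control wells, above about 37%, limit read from the data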;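 also: 0% = DMSO with enzyme and substrate and 100% = substrate only without enzyme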
Target sequence (P54829 whole entry, looked up): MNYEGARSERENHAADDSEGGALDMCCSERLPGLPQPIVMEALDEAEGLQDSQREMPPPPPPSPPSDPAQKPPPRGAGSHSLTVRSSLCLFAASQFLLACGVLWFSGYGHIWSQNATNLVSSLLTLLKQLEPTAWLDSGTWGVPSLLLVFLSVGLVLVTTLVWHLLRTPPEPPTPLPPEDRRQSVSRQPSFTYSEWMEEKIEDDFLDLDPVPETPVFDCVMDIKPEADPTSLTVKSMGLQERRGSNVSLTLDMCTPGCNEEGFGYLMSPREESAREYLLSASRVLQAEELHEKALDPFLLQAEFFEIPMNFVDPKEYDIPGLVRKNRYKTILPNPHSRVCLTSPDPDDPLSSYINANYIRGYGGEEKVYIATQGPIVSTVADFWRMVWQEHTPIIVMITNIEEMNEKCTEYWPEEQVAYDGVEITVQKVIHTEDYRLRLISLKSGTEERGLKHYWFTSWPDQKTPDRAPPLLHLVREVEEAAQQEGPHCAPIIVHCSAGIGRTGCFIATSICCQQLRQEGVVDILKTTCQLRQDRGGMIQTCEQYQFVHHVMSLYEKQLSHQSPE
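Test system: STEP tyrosine phosphatase / Reagent: OMFP at 25 µM / Doses: 20 µM, 1% DMSO / Read-out: percent inhibition scaled to no-enzyme and uninhibited-enzyme controls, plate-pattern corrected / Detection: FITC-channel fluorescence of OMFP product / Medium: Bis-Tris buffer pH 6.0, 2.5 mM DTT, 0.005% Tween 20 / Schedule: 20 min at room temperature, dark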
Rpn11 inh: Rpn11 (human) deubiquitinase inhibition. O00487. human 26S proteasome, Ub4-pepOG fluorescence polarization; 20S core pre-blocked with epoxomicin. calls only at 20 µM. 0.59% of 360,000 active. AID 588493;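 active = inhibition at 20 µM, scaled to each plate's controls, above about 33%, limit read from the data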
Target sequence (O00487 whole entry, looked up): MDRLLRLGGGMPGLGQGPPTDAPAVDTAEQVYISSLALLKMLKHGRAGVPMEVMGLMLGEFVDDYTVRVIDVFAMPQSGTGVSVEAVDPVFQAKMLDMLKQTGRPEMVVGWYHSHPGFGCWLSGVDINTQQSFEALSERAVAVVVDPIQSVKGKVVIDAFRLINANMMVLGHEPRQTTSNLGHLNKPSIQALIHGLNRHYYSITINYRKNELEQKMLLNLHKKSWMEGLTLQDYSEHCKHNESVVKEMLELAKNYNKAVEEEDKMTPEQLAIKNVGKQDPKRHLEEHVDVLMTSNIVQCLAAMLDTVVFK
Numbers without * were called inactive.

CCCCCOC(=O)CCN1C(=O)/C(=C2\SC(=S)N(CCC(=O)OCCCCC)C2=O)SC1=S was read as MT1-MMP act inh 27, LMPTP block -0.6, DNMT1 block -6, NadD block -3, Scp1 inh -13, SUMO1-SIM PPI -5, SKN-1 block 8, NRP1-CendR mod 7, STEP block 4 and Rpn11 inh inactive.
COc1cccc2c1OCC(C(=O)Nc1nccs1)=C2 was read as MT1-MMP act inh -4, LMPTP block 0.5, DNMT1 block -6, NadD block 0, Scp1 inh -17, SUMO1-SIM PPI -16, SKN-1 block 2, NRP1-CendR mod -6, STEP block -1 and Rpn11 inh inactive.
CSc1ccc(CN2CCN(C(=O)CC(C)C)CC2)cc1 was read as MT1-MMP act inh 4, LMPTP block -2.5, DNMT1 block 3, NadD block -8, Scp1 inh -3, SUMO1-SIM PPI 0, SKN-1 block -14, NRP1-CendR mod 10, STEP block -1 and Rpn11 inh inactive.
CCOC(=O)c1sc(NC(=O)c2ccoc2C)c(C(N)=O)c1C was read as MT1-MMP act inh -3, LMPTP block 2.1, DNMT1 block -7, NadD block -1, Scp1 inh -4, SUMO1-SIM PPI 13, SKN-1 block 15, NRP1-CendR mod -19, STEP block 5 and Rpn11 inh inactive.
`COc1cc(/C(C)=N/N2CCN(c3ccccc3OC)CC2)ccc1O` gave MT1-MMP act inh 6, LMPTP block 3.2, DNMT1 block 4, NadD block -3, Scp1 inh -10, SUMO1-SIM PPI 0, SKN-1 block -1, NRP1-CendR mod 13, STEP block -1 and Rpn11 inh inactive.
Screening CN(CC(=O)Nc1ccc(N2CCOCC2)cc1)CC(=O)Nc1ccccc1C#N returned MT1-MMP act inh 3, LMPTP block -1.3, DNMT1 block 2, NadD block -2, Scp1 inh -4, SUMO1-SIM PPI 9, SKN-1 block -4, NRP1-CendR mod -6, STEP block -4 and Rpn11 inh inactive.
`Cc1ccc(NC(=O)CC2C(=O)NCCN2C(=S)Nc2ccccc2)c(C)c1` (stereo not drawn) gave MT1-MMP act inh 3, LMPTP block -0.4, DNMT1 block -1, NadD block -5, Scp1 inh -5, SUMO1-SIM PPI -3, SKN-1 block 13, NRP1-CendR mod 12, STEP block -1 and Rpn11 inh inactive.
For O=C(N[C@@H](Cc1c[nH]c2ccccc12)C(=O)O)c1ccc(Cl)cc1 the results were MT1-MMP act inh -1, LMPTP block -2.5, DNMT1 block -7, NadD block -8, Scp1 inh 1, SUMO1-SIM PPI -2, SKN-1 block -1, NRP1-CendR mod -7, STEP block -4 and Rpn11 inh inactive.
`COc1ccc2c(c1)[nH]c1c(=O)n(CCCN3CCOCC3)cnc12` gave MT1-MMP act inh 11, LMPTP block -0.1, DNMT1 block 1, NadD block -4, Scp1 inh -5, SUMO1-SIM PPI -1, SKN-1 block -12, NRP1-CendR mod -6, STEP block 2 and Rpn11 inh inactive.
O=C(c1ccccc1)c1ccc(COC(=O)c2cnccn2)cc1 was read as MT1-MMP act inh 1, LMPTP block -0.5, DNMT1 block 0, NadD block -5, Scp1 inh -3, SUMO1-SIM PPI -4, SKN-1 block -12, NRP1-CendR mod -14, STEP block 0 and Rpn11 inh inactive.
For Cc1ccc(NC(=O)c2cc(N3C(=O)C4CC=CCC4C3=O)ccc2N2CCOCC2)cc1Cl (stereo not drawn) the results were MT1-MMP act inh 2, LMPTP block 2.0, DNMT1 block -6, NadD block -16, Scp1 inh -5, SUMO1-SIM PPI 0, SKN-1 block -1, NRP1-CendR mod 6, STEP block 2 and Rpn11 inh inactive.
`Cc1ccc(C(=O)NNC(=O)c2ccccc2-n2cccc2)cc1` gave MT1-MMP act inh -1, LMPTP block -0.8, DNMT1 block -1, NadD block 1, Scp1 inh -3, SUMO1-SIM PPI 5, SKN-1 block 15, NRP1-CendR mod 1, STEP block 2 and Rpn11 inh inactive.
O=C(NCCCNC(=O)c1ccccc1)c1ccccc1 was read as MT1-MMP act inh 5, LMPTP block -1.2, DNMT1 block -7, NadD block 0, Scp1 inh -10, SUMO1-SIM PPI 4, SKN-1 block 22, NRP1-CendR mod 1, STEP block -1 and Rpn11 inh inactive.
Cc1ccccc1S(=O)(=O)Cc1ccc(C(=O)N2CCN(c3cccc(C)c3C)CC2)o1 was read as MT1-MMP act inh -20, LMPTP block 5.7, DNMT1 block -6, NadD block 1, Scp1 inh 4, SUMO1-SIM PPI -3, SKN-1 block -1, NRP1-CendR mod 12, STEP block 1 and Rpn11 inh inactive.
Screening O=C(CSc1nnc2ccc(-c3ccc(F)cc3)nn12)N1CCOCC1 returned MT1-MMP act inh 3, LMPTP block 0.9, DNMT1 block 1, NadD block 2, Scp1 inh 1, SUMO1-SIM PPI -22, SKN-1 block 1, NRP1-CendR mod -5, STEP block 2 and Rpn11 inh inactive.
For O=C(COc1ccc(F)cc1)NCC1CCCO1 (stereo not drawn) the results were MT1-MMP act inh -6, LMPTP block -1.3, DNMT1 block 0, NadD block 11, Scp1 inh -5, SUMO1-SIM PPI 1, SKN-1 block 19, NRP1-CendR mod -2, STEP block -1 and Rpn11 inh inactive.
Screening CCCNC(=O)CCn1nc(-c2ccc(C)cc2)c2ccccc2c1=O returned MT1-MMP act inh 1, LMPTP block 0.5, DNMT1 block -1, NadD block -2, Scp1 inh -4, SUMO1-SIM PPI -4, SKN-1 block 17, NRP1-CendR mod 3, STEP block 1 and Rpn11 inh inactive.
For CCOC(=O)c1c(-c2ccccc2)nnn1-c1nc(OCC)nc(N2CCCCC2)n1 the results were MT1-MMP act inh -7, LMPTP block 0.5, DNMT1 block -2, NadD block 6, Scp1 inh -7, SUMO1-SIM PPI 0, SKN-1 block 0, NRP1-CendR mod 4, STEP block 2 and Rpn11 inh inactive.
For COc1ccc(C)cc1NC(=O)CN1C(=O)CSc2ccc(S(=O)(=O)N3CCCC3)cc21 the results were MT1-MMP act inh 2, LMPTP block 1.6, DNMT1 block -2, NadD block -2, Scp1 inh -8, SUMO1-SIM PPI 0, SKN-1 block -4, NRP1-CendR mod 7, STEP block 0 and Rpn11 inh inactive.
`CCOC(=O)C(=O)Nc1ccc(F)cc1` gave MT1-MMP act inh 2, LMPTP block -1.1, DNMT1 block 0, NadD block -3, Scp1 inh -3, SUMO1-SIM PPI -1, SKN-1 block -4, NRP1-CendR mod 2, STEP block 1 and Rpn11 inh inactive.

Two consecutive entries already listed, quoted:
O=C(c1ccccc1)c1ccc(COC(=O)c2cnccn2)cc1 was read as MT1-MMP act inh 1, LMPTP block -0.5, DNMT1 block 0, NadD block -5, Scp1 inh -3, SUMO1-SIM PPI -4, SKN-1 block -12, NRP1-CendR mod -14, STEP block 0 and Rpn11 inh inactive.
For Cc1ccc(NC(=O)c2cc(N3C(=O)C4CC=CCC4C3=O)ccc2N2CCOCC2)cc1Cl (stereo not drawn) the results were MT1-MMP act inh 2, LMPTP block 2.0, DNMT1 block -6, NadD block -16, Scp1 inh -5, SUMO1-SIM PPI 0, SKN-1 block -1, NRP1-CendR mod 6, STEP block 2 and Rpn11 inh inactive.

Going on with the list.
For O=C(CSc1ncn[nH]1)N(C1CCCCC1)C1CCCCC1 the results were MT1-MMP act inh -6, LMPTP block -0.3, DNMT1 block -3, NadD block 2, Scp1 inh 0, SUMO1-SIM PPI 2, SKN-1 block -11, NRP1-CendR mod -13, STEP block -7 and Rpn11 inh inactive.
Screening C/C(=N/OC(=O)c1ccc(Cl)cc1Cl)c1oc(C)nc1C returned MT1-MMP act inh 2, LMPTP block -1.2, DNMT1 block 1, NadD block -2, Scp1 inh -4, SUMO1-SIM PPI -6, SKN-1 block 5, NRP1-CendR mod 5, STEP block 0 and Rpn11 inh inactive.
`COc1ccc(OC)c(S(=O)(=O)N2CCc3ccccc3C2)c1` gave MT1-MMP act inh -1, LMPTP block 0.2, DNMT1 block -3, NadD block -8, Scp1 inh -5, SUMO1-SIM PPI 7, SKN-1 block 2, NRP1-CendR mod -5, STEP block 2 and Rpn11 inh inactive.
Screening COc1ccc(NC(=O)N2CCN(S(=O)(=O)c3ccc(F)cc3)CC2)c(OC)c1 returned MT1-MMP act inh -3, LMPTP block -1.1, DNMT1 block 9, NadD block -7, Scp1 inh 1, SUMO1-SIM PPI -2, SKN-1 block -9, NRP1-CendR mod 10, STEP block -1 and Rpn11 inh inactive.
For CN(Cc1cn(Cc2ccc(Cl)cc2)nn1)C1CN(Cc2cn(Cc3ccc(Cl)cc3)nn2)S(=O)(=O)C1 (stereo not drawn) the results were MT1-MMP act inh 5, LMPTP block -1.4, NadD block 3, SUMO1-SIM PPI -2, SKN-1 block 8 and NRP1-CendR mod 3.
`CCOc1ccc(C(=O)CN2CCN(S(=O)(=O)c3ccc(F)cc3)CC2)cc1` gave MT1-MMP act inh -1, LMPTP block -2.8, DNMT1 block -11, NadD block -4, Scp1 inh 7, SUMO1-SIM PPI -3, SKN-1 block 9, NRP1-CendR mod -8, STEP block 2 and Rpn11 inh inactive.
CCCCn1c(NCc2ccccc2O)nc2ccccc21 was read as MT1-MMP act inh 3, LMPTP block 8.2, DNMT1 block -7, NadD block -8, Scp1 inh -8, SUMO1-SIM PPI 5, SKN-1 block -4, NRP1-CendR mod 14, STEP block 1 and Rpn11 inh inactive.
`O=C(CSc1nncc2ccccc12)Nc1ccc(F)cc1` gave MT1-MMP act inh -4, LMPTP block 0.2, DNMT1 block 1, NadD block -4, Scp1 inh -4, SUMO1-SIM PPI -2, SKN-1 block 21, NRP1-CendR mod 6, STEP block 0 and Rpn11 inh inactive.
COC(=O)CCC(=O)OC1(C)C(=O)C=C2C=C(C3CC3)N(C(CO)CO)C=C2C1=O (stereo not drawn) was read as MT1-MMP act inh 6, LMPTP block 0.0, DNMT1 block -3, NadD block 3, Scp1 inh 3, SUMO1-SIM PPI -11, SKN-1 block 8, NRP1-CendR mod 27*, STEP block 0 and Rpn11 inh inactive.
`CCOC(=O)c1oc2ccccc2c1NC(=O)CN1CCOCC1` gave MT1-MMP act inh 0, LMPTP block 0.5, DNMT1 block -2, NadD block 2, Scp1 inh 2, SUMO1-SIM PPI -2, SKN-1 block 7, NRP1-CendR mod 4, STEP block -4 and Rpn11 inh inactive.
CC(C)c1ccc(S(=O)(=O)N2CCN(C(=O)c3ccco3)CC2)cc1 was read as MT1-MMP act inh 3, LMPTP block -1.7, DNMT1 block 1, NadD block -5, Scp1 inh -3, SUMO1-SIM PPI 2, SKN-1 block -3, NRP1-CendR mod -14, STEP block 2 and Rpn11 inh inactive.
